Screening results (PubChem)
OXTR ag: human OXTR agonists, primary screen, fluorescence, CHO-OTR cells, Fluo-8 calcium | Oxytocin receptor (Homo sapiens), P30559 | hit rate 0.32% among 320,000 | activation, % at 3 µM | Fluo-8 calcium fluorescence; normalized: DMSO 0%, oxytocin 100%;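 active = activation above the mean of all tested compounds plus 3 SD, cutoff set per screening run, cut at about 20% in these data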;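 note: peak over basal fluorescence ratio from a 100 s FLIPR kinetic read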
Target sequence (P30559 whole entry, looked up): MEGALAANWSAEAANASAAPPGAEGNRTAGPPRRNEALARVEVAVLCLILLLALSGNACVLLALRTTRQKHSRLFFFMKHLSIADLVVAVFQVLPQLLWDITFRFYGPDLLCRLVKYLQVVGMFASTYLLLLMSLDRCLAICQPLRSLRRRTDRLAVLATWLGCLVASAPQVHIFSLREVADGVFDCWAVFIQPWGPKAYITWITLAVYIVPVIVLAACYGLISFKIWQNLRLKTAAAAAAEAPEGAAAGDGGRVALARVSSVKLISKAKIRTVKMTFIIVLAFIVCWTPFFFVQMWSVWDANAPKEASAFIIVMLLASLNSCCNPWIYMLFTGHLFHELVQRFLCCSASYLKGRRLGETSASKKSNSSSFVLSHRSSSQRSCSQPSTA
Numbers without * were called inactive. This is a subset, so the mix of outcomes need not match the whole.

Structure | OXTR ag
C#CCOCCOCCOCCNc1nc(N2CCN(C(=O)[C@H]([C@@H](C)CC)n3cc([C@@H](N)CO)nn3)CC2)nc(N2CCN(C(=O)[C@H](CCCCN)n3cc([C@@H](N)CO)nn3)CC2)n1 | 1.6
COc1ccc(NC(=O)C(=O)NCC2CCCN2S(=O)(=O)c2ccc(C)cc2)cc1 (stereo not given) | 0.0
CC(C)(C)OC(=O)C[C@@H]1C/C=C\C[C@H](CC(=O)NCCO)C(=O)N[C@H](Cc2ccccc2)COC1=O | -0.7
CC1=Nc2nc(N3CCCCCC3)c(C#N)c3c4c(nc(c23)N1)N(c1ccc2ccccc2c1)C(=O)C4 | -0.6
Cc1ccc(NC(=O)COC(=O)C2CCC2)cc1S(=O)(=O)N1CCCCC1 | 2.7
CCN(CCS(=O)(=O)c1ccc(Br)cc1)Cc1nc2ccccc2c(=O)[nH]1 | 0.9
CCC1CCc2sc(C(=O)N(C)CC(=O)Nc3cccc(OC)c3)cc2C1 (stereo not given) | -2.3
Cc1cccc(C)c1OCC(N)C(C)C (stereo not given) | 1.1
CC(C)CCN1CCN=C1N(C)C | -0.4
Oc1ccc(Cl)cc1CNCc1ccc(Cl)nc1 | 20*
CC(C)(CNS(=O)(=O)c1ccc2ccccc2c1)N1CCOCC1 | -1.2
O=C(CN1C(=O)NC2(CCCCCCC2)C1=O)Nc1c(Cl)cccc1Cl | 0.3
COc1ccccc1-c1oc2ccccc2c1C#CC1(O)CCCCC1 | 0.2
CC(C)(C)n1ncc2c(=O)n(Cc3cccc(Cn4cnc5c(cnn5C(C)(C)C)c4=O)c3F)cnc21 | 6.0
CC(OC(=O)c1ccc(-n2cnnn2)cc1)C(=O)Nc1ccccc1[N+](=O)[O-] (stereo not given) | 6.4
CC1CCN(C(=O)Cn2cc([N+](=O)[O-])ccc2=O)c2ccccc2S1 (stereo not given) | 1.3
COc1ccc(Cl)cc1C(=O)OCC(=O)N1CCCC(C)C1 (stereo not given) | -0.2
Cc1c(C(=O)NCC2CCCO2)oc2ccccc12 (stereo not given) | -0.1
O=C(CSc1nnc2ccccn12)NC(=O)c1ccccc1Cl | 1.0
CCCCN(C(=O)c1ccc(-c2ccc([N+](=O)[O-])cc2)o1)c1c(N)n(CC(C)C)c(=O)[nH]c1=O | -1.2
Cn1nc(C(=O)Nc2cccc(S(=O)(=O)N3CCCC3)c2)c2ccccc2c1=O | 0.5
CC(Oc1ccccc1Cl)C(=O)Nc1ccc(S(=O)(=O)N2CCCC2)cc1 (stereo not given) | 1.8
CCOC(=O)c1c(NC(=O)COC(=O)c2ccc(NC(=O)CC#N)cc2)sc(C(=O)NC)c1C | -0.8
CN(C(=O)COn1nnc2ccc(Cl)cc21)C1CCS(=O)(=O)C1 (stereo not given) | 1.7
Cc1cc(C)cc(NC(=O)COc2coc(CN3CCN(c4ccccc4)CC3)cc2=O)c1 | 0.5
COc1c2n(C)ccc3c-2n(c(=O)c1=O)c1ccccc31 | -0.3
CC(=O)c1ccc(OCCCC(=O)Nc2cccc(S(=O)(=O)N3CCOCC3)c2)cc1 | 4.7
Cc1cc(S(=O)(=O)N2CCCCC2CCNC(=O)C(=O)NC2CC2)ccc1F (stereo not given) | 0.2
Cc1ccc(CN(C)CC(=O)Nc2ccccc2C(=O)NC2CC2)o1 | -0.2
CCCCCCC(=O)O | 1.2
CC(C)CNC(=O)C(=O)NCC1CCCN1S(=O)(=O)c1cccs1 (stereo not given) | 0.0
CSc1ccccc1NC(=O)CN1CCN(S(=O)(=O)c2ccccc2[N+](=O)[O-])CC1 | 2.1
Cc1ccc2c(c1)C(=O)C(=O)N2Cc1ccccc1 | -2.1
COc1ccc(NC(=O)c2ccc(-c3ccc(C(C)=O)cc3)o2)cn1 | 0.7
CCCCn1c(N)c(N(CC(C)C)C(=O)CC(NC(=O)c2ccccc2)c2ccccc2)c(=O)[nH]c1=O (stereo not given) | -0.8
CCN(CC(=O)Nc1c(F)cccc1F)C(=O)CNC(=O)COc1ccccc1 | -0.9
O=C(CSC1=NS(=O)(=O)c2cc(F)ccc2N1)Nc1ccc(F)cc1 | -0.1
Cn1c(N)c(C(=O)COC(=O)c2ccc(-c3ccccc3)cc2)c(=O)n(C)c1=O | 12
O=C(CCCc1ccccc1)NCCS(=O)(=O)N1CCN(c2ccccc2F)CC1 | -1.5
CCc1noc(C)c1C(=O)NNC(=O)c1ccc(F)cc1 | 0.4

Quoted from the listing (six entries):
Structure | OXTR ag
Cn1nc(C(=O)Nc2cccc(S(=O)(=O)N3CCCC3)c2)c2ccccc2c1=O | 0.5
CC(Oc1ccccc1Cl)C(=O)Nc1ccc(S(=O)(=O)N2CCCC2)cc1 (stereo not given) | 1.8
CCOC(=O)c1c(NC(=O)COC(=O)c2ccc(NC(=O)CC#N)cc2)sc(C(=O)NC)c1C | -0.8
CN(C(=O)COn1nnc2ccc(Cl)cc21)C1CCS(=O)(=O)C1 (stereo not given) | 1.7
Cc1cc(C)cc(NC(=O)COc2coc(CN3CCN(c4ccccc4)CC3)cc2=O)c1 | 0.5
COc1c2n(C)ccc3c-2n(c(=O)c1=O)c1ccccc31 | -0.3

Next part.
Structure | OXTR ag
CCCCOc1ccc(C(=O)N2CCN(c3ccc(N4CCOCC4)nn3)CC2)cc1 | -1.8
O=S(=O)(Nc1ccc(-c2ccc(N3CCOCC3)nn2)cc1)c1cc(Cl)ccc1Cl | 3.8
O=C(NCc1ccc(F)cc1)c1cccc2c1C(=O)c1ccc(N3CCC(Cc4ccccc4)CC3)cc1S2(=O)=O | 20*
COc1ccc2oc(C(=O)OCC(=O)N(C)c3c(N)n(Cc4ccccc4)c(=O)[nH]c3=O)c(C)c2c1 | 0.6
CC(=O)O[C@@]1(C)C[C@@H](O)[C@]2(O)C=CO[C@@H](O[C@@H]3O[C@H](CO)[C@@H](O)[C@H](O)[C@H]3O)[C@@H]21 | 1.0
COc1cc([C@@H]2CC=C(C(=O)O)CN2S(=O)(=O)c2ccc(C)cc2)cc(OC)c1OC | 0.2
Cc1cnc(C(=O)OCC(=O)N2CC(C)CC(C)C2)cn1 (stereo not given) | 1.2
O=C(CSc1nc(C(F)(F)F)cc(=O)[nH]1)N1CCCC1 | 0.0
COc1ccc(CC(=O)OCC(=O)NC(=O)Nc2ccccc2F)cc1 | 4.4
O=C(NC(=S)Nc1ccc(O)cc1)c1cncc(Br)c1 | 4.1
C=CC[C@H](CC(=O)NCCO)C(=O)NC[C@@H](OC(=O)[C@@H](CC=C)Cc1ccc(F)cc1)c1ccccc1 | -0.6
CCc1ccc(C(=O)CN2C(=O)NC3(CCc4ccccc43)C2=O)cc1 (stereo not given) | 0.0
Cc1ccc2nc(SCC(=O)Nc3cccc4ccccc34)nc(=O)n2c1 | 1.7
COc1ccc(S(=O)(=O)N2CCOCC2)cc1NC(=O)CN1C(=O)CN(C)C1=O | 1.1
CCN(CC)S(=O)(=O)c1cc(C(=O)OC(C)C(=O)NCc2ccco2)ccc1C (stereo not given) | 0.0
COc1ccc2oc(C(=O)OCC(=O)Nc3cc(S(=O)(=O)N4CCOCC4)ccc3C)c(C)c2c1 | -1.1
Cc1cc(C(=O)N(C)CC(=O)Nc2ccc(Cl)c(C(F)(F)F)c2)no1 | 7.8
O=C(Nc1ccc(Cl)c(S(=O)(=O)N2CCCCC2)c1)c1ccco1 | 0.4
O=C(NCCC1CCCCN1S(=O)(=O)c1ccc(F)cc1)C(=O)NCc1ccccn1 (stereo not given) | -1.0
COc1ncnc(NS(=O)(=O)c2ccc(N)cc2)c1OC | 0.3

Reformatted as labelled records: part of the list above
O=C(CSc1nc(C(F)(F)F)cc(=O)[nH]1)N1CCCC1
  OXTR ag: 0.0

Cc1cc(C(=O)N(C)CC(=O)Nc2ccc(Cl)c(C(F)(F)F)c2)no1
  OXTR ag: 7.8

O=C(NCCC1CCCCN1S(=O)(=O)c1ccc(F)cc1)C(=O)NCc1ccccn1 (stereo not given)
  OXTR ag: -1.0

Cc1cnc(C(=O)OCC(=O)N2CC(C)CC(C)C2)cn1 (stereo not given)
  OXTR ag: 1.2

Continuation:
Structure | OXTR ag
COc1ccc(S(=O)(=O)Nc2cccc3c2O[C@H](CN(C)Cc2ccc(Cl)c(Cl)c2)[C@@H](C)CN([C@H](C)CO)C3=O)cc1 | 2.5
CN(C(=O)CSc1nnc(-c2cccnc2)o1)C1CCCCC1 | -0.8
Cc1cccc(C)c1C(=NCCN(C)C)c1ccccc1 | 1.5
O=C(OCC(=O)c1ccc[nH]1)c1ccc(Br)cc1 | 9.3
CCc1noc(C)c1C(=O)N(CCC(C)C)c1c(N)n(Cc2ccccc2)c(=O)[nH]c1=O | -0.1
COC(=O)C1CCN(C(=O)COC(=O)CNC(=O)c2ccc(Cl)cc2Cl)CC1 | -0.2
CCOC(=O)C1=C(COC(=O)CNC(=O)c2cc(OC)c(OC)c(OC)c2)NC(=O)NC1C (stereo not given) | -1.0
CN(C)S(=O)(=O)c1ccc(N2CCCC2)c(C(=O)NCC2CCCO2)c1 (stereo not given) | -0.2
Cc1cc(N2CCCC2)ccc1NC(=O)CN1C(=O)NC2(CCCCC2)C1=O | -1.0
Cc1ccc(N2C(=O)N(CC(=O)Nc3c(C)cc(C)cc3Cl)C(=O)C2C)cc1 (stereo not given) | -1.1
O=C(Nc1nc2ccc(F)cc2s1)c1ccc(N2CCCC2=O)cc1 | 1.6
CC(=O)c1ccc(NC(=O)NC2CC(=O)N(c3ccc4c(c3)OCCO4)C2)cc1 (stereo not given) | 0.7
COc1cccc(OCC(=O)NCC2CCCO2)c1 (stereo not given) | 1.0
O=C(Nc1nccs1)c1nc[nH]c1C(=O)N1CCc2ccccc2C1 | 2.2
O=C(C1=COCCO1)N1CCN(S(=O)(=O)c2cccc(Br)c2)CC1 | 1.3
Cn1nc(C(=O)OCC(=O)Nc2ccc(Cl)cc2Cl)c2ccccc2c1=O | 1.5
O=C(NCc1cccs1)C1CC(=O)N(Cc2ccccc2)C1 (stereo not given) | 1.3
Cn1c(=NC(=O)CS(=O)(=O)c2ccc(F)cc2)sc2ccccc21 | -0.4
CCCCNc1c(-c2ccc(Sc3ccc(OC)cc3)cc2)nc2cc(C)ccn12 | -0.8
O=C(COC(=O)c1c[nH]c2ccccc12)Nc1ccc(F)cc1 | 5.9
O=C(c1cccc(S(=O)(=O)N2CCCCC2)c1)N1CCN(Cc2ccccc2)CC1 | 1.5
Cn1c(N)c(C(=O)CSc2nnc3n2CCCCC3)c(=O)n(C)c1=O | 0.8
Cc1ccccc1S(=O)(=O)N1[C@@H](c2cccc(Cl)c2)C(C(=O)O)=CC[C@H]1c1ccc(Cl)cc1 | -0.3
CCCCn1c(N)c(N(CCOC)C(=O)c2cc(Cl)nc3ccccc23)c(=O)[nH]c1=O | 0.0
O=C(CSc1ccc(Br)cc1)NCC(c1ccco1)N1CCCCC1 (stereo not given) | -1.9
COc1ccc2c(C)cc(SCC(=O)NC3CCCC3)nc2c1 | -1.7
CC1CCCCN1C(=O)COC(=O)c1ccc2c(c1)C(=O)N(Cc1ccco1)C2=O (stereo not given) | 3.4
O=CN1CCN(C(C(=O)NC2CCCCC2)c2ccc(Cl)cc2)CC1 (stereo not given) | 0.0
O=C(Cc1csc(-c2ccc(F)cc2)n1)Nc1cccc(S(=O)(=O)NC2=NCCC2)c1 | -2.1
CCOC(=O)c1cc(-c2ccccc2C)nn1CC1CC(c2ccc(OC)cc2)=NO1 (stereo not given) | 2.4
C[C@H](CO)N1C[C@H](C)[C@@H](CN(C)C)Oc2c(NC(=O)Cc3ccccc3)cccc2C1=O | 1.0
O=C(COC(=O)c1n[nH]c2ccccc12)NCCc1ccc(Cl)cc1 | 12
Cc1c(C(=O)OCC(=O)N2CCN(c3ccccc3)CC2)oc2ccccc12 | 0.8
COc1ccc(S(=O)(=O)Nc2ccc3c(c2)C(=O)N([C@H](C)CO)C[C@H](C)[C@@H](CN(C)C(=O)Nc2ccccc2)O3)cc1 | 1.0
CNC(=O)c1c(NC(=O)C2=COCCO2)sc(C)c1C | -0.9
Cc1ccc(NC(=O)C(c2ccccc2)N2CCN(CC(=O)NC3CC3)CC2)cc1Cl (stereo not given) | 0.6
COc1ccc(NC(=O)CN(C)CC(=O)N2CC(=O)Nc3ccccc32)cc1 | 0.5
Cc1ccc(NC(=O)c2cc(S(=O)(=O)N(C)C)ccc2N2CCCC2)cc1S(=O)(=O)N(C)C | 0.3
Cc1ccc(C)c(OCCC(=O)OCC(=O)Nc2cc(S(=O)(=O)N3CCCCC3)ccc2C)c1 | 8.7
COc1ccccc1C(=O)COC(=O)Cn1nc(C)c([N+](=O)[O-])c1C | 0.6
CC(OC(=O)C1=COCCO1)C(=O)NC1CCCCC1C (stereo not given) | -0.1
COc1ccc(C(=O)NCCS(=O)(=O)N(C)C2CCCCC2)cc1 | -0.7
O=C(NC(=S)Nc1cccc(O)c1)c1cncc(Br)c1 | 2.7
CC(C)N1C(=O)C(=O)N(CC(=O)N(C)c2ccccc2)C1=O | 0.3
O=C(/C=C/c1ccccc1)OCC(=O)N1CCN(c2ccccc2)CC1 | -1.4
CCCCn1c(N)c(N(CCOC)C(=O)c2ccc(S(=O)(=O)N3CCCCCC3)cc2)c(=O)[nH]c1=O | -0.3
O=C(CSC1=NS(=O)(=O)c2cc(F)ccc2N1)Nc1ccccc1 | 0.4
O=C(Nc1cccc(C(F)(F)F)c1)C1CC(=O)N(CCc2ccccc2)C1 (stereo not given) | 2.7
CCOC(=O)C1CCN(C(=O)CCNS(=O)(=O)c2ccc(C)cc2)CC1 | -0.2
NC(=O)c1ccc(Cn2c(C(=O)c3ccc(Cl)cc3)c3ccccc3[n+]2[O-])cc1 | 0.9
CN(CC(=O)Nc1ccc(F)cc1)CC(=O)N1CCCC1 | 2.4
O=C(COc1ccc(Br)cc1)NN1C(=O)c2ccccc2C1=O | -1.0
COc1ccc(CC(=O)Oc2ccc(C(C)C)cc2)cc1S(=O)(=O)N1CCOCC1 | 2.2
